Screens (PubChem)
IDE act = activators of human insulin-degrading enzyme in cells | P14735 | HEK cells, FAbeta-B cleavage, fluorescence polarization; 0% vehicle, 100% cell-free pure enzyme wells | activation, % at 5.96 µM | 340,000 tested, 0.073% active | AID 493087;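 active means activation above the mean of all tested compounds plus 3 SD, set per screening campaign, cut at about 17% in these data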
Target sequence (P14735 whole entry, looked up): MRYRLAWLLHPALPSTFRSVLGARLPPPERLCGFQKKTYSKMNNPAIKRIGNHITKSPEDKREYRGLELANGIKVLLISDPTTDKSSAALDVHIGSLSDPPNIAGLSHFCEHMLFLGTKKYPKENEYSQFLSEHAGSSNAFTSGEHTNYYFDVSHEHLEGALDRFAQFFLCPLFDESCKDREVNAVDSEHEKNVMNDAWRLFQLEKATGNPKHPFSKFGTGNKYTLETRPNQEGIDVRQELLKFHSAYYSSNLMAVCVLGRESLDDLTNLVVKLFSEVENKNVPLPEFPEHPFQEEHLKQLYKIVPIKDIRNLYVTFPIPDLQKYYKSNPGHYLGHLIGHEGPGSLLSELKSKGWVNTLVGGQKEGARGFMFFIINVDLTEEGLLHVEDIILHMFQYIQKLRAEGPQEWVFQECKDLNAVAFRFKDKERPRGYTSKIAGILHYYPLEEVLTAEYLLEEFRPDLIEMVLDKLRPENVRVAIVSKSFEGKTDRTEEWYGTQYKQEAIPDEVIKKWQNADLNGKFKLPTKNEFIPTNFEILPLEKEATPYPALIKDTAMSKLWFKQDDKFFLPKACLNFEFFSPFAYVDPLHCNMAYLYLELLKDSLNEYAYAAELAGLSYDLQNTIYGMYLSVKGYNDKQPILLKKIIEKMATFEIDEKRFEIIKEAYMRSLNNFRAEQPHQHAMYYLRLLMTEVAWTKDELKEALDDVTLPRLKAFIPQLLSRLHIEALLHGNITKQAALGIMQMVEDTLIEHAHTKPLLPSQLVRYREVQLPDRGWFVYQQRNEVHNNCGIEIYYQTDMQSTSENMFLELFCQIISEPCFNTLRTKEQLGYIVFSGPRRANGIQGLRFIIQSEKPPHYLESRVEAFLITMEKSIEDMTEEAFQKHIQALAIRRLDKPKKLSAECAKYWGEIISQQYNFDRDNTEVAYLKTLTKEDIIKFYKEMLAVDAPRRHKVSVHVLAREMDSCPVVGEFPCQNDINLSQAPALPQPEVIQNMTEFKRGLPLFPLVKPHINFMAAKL
MEKK3 PB1 HTS = MEKK3-MEK5 PB1 interaction, increase or decrease; Q99759; binding response (% of control), % at 10 µM; bead-based flow cytometry, Alexa488-MEK5 binding to MEKK3; actives lie on both sides; 0 = blocked by unlabeled MEK5, 100 = vehicle; 290,000 tested, 1.4% active;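 active means binding response more than 3 SD above or below the average of its plate-row segment, actives on both sides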;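 further: Alexa488 bead fluorescence after subtracting the streptavidin-only scavenger bead signal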
PHOSPHO1 inh = PHOSPHO1 (human) inhibition; Q8TCT1; AID 1565; inhibition, % at 13.3 µM; 290,000 tested, 1.1% active; recombinant PHOSPHO1, absorbance phosphatase assay; in the data active means inhibition above about 60%
CRFR2-BP ag = CRF-BP/CRF-R2 complex agonism. HEK293 CRF-R2/CRF-BP, calcium dye fluorescence (FLIPR); percent of saturating CRF peptide response. 350,000 tested, 0.46% active. activation, % at 13.2 µM;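 active means activation of at least 50%, plus an integration ratio under a set limit after plate pattern correction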;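 further: plate controls were neutral control wells without compound for no effect and CRF at EC100 for full effect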
CRFR2-BP antag = CRF-BP/CRF-R2 complex antagonism; inhibition, % at 11.8 µM; HEK293 CRF-R2/CRF-BP, CRF-induced calcium fluorescence; 350,000 tested, 0.59% active;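 active means inhibition of the ligand-induced calcium signal above about 50% at the single tested concentration, limit read from the data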
CHRM4 PAM = positive allosteric modulators of human muscarinic M4 receptor. P08173. CHO-K1 hM4/Gqi5, Fluo-8 calcium fluorescence, ACh EC20; 0% = ACh EC20, 100% = maximal ACh. activation, % at 3 µM. 360,000 tested, 0.4% active;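 active means activation above its plate's cutoff, the mean activation of sample wells plus 3 SD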; further: some results filed as inactive read as strong as hits
IDE inh = cellular human IDE inhibition. 320,000 tested, 0.41% active. AID 434962. inhibition, % at 5.59 µM. HEK cells, FAbetaB cleavage, fluorescence polarization. P14735;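 active means percent inhibition above the average of all tested compounds plus 3 SD, set per screening campaign, cut at about 16% in these data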;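 further: IDE supplied by intact live HEK cells; FP after avidin binding of uncleaved biotin substrate so inhibition keeps polarization high; 0% = DMSO wells and 100% = 60 µM reference IDE inhibitor Ii1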
p-CIP stab down = compounds decreasing mouse p/CIP protein stability; decrease of EGFP signal, % at 10 µM; F442A p/CIP-EGFP cells, EGFP fluorescence, 16 h; 290,000 tested, 0.01% active;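 active means EGFP signal decrease of at least 30% at 10 µM or well 3 SD below plate mean, unless failing retest; inactive means the rest, including hits failing retest or dose response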; further: some compounds called inactive have numbers as strong as hits; many of its hits are not listed in these tables
GalR3 antag = human GalR3 antagonism; AID 651719; O60755; inhibition, % at 3 µM; HEK293 GalR3-CNG cAMP membrane potential fluorescence; galR3 body fused to GalR1 C-terminus; 360,000 tested, 0.44% active;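 active means inhibition above the screen-wide average plus 3 SD, cut at about 13% in these data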;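 further: forskolin and galanin both at EC90 stimulate the cells; cAMP rise reported by CNG channel membrane potential dye signal; 0% = forskolin plus galanin with DMSO and 100% = forskolin alone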
Starred values were filed as active, the others as inactive; . = no result given.

SMILES	IDE act	MEKK3 PB1 HTS	PHOSPHO1 inh	CRFR2-BP ag	CRFR2-BP antag	CHRM4 PAM	IDE inh	p-CIP stab down	GalR3 antag
CC1(c2ccccc2)CC(C)(C)N2C(=O)Cc3cccc1c32 (configuration not stated)	2	111	-4	0.1	2	-13	7	-9	0
Cc1nnc(-c2ccccc2)c[n+]1[O-]	0	97	-8	0.7	3	-1	0	-18	1
CCn1c(/C=C/N(C)c2ccccc2)[n+](CC)c2ccc(Cl)cc21	0	100	18	-0.3	-8	-9	-1	-37	-1
CC(C)(C)NC(=O)CN(C(=O)CNC(=O)c1cccs1)c1ccccc1F	4	107	39	-0.1	6	-3	0	2	-10
COC(=O)c1c(N)n(CCCN2CCOCC2)c2nc3ccccc3nc12	3	110	7	0.0	-1	-2	-1	0	-5
COc1ccccc1NC(=O)N(CCN1CCOCC1)Cc1cc2cc(C)cc(C)c2[nH]c1=O	2	94	26	-0.8	-2	9	2	-6	-5
O=C(O)CCS(=O)(=O)c1ccccc1Cl	1	97	17	-0.3	-7	-5	-3	-1	-5
O=C(Nc1ccc(N2CCN(Cc3ccccc3F)CC2)cc1)c1ccc([N+](=O)[O-])o1	2	102	32	1.6	16	0	0	-23	1
CCC(=O)N1c2ccccc2NC2=C(C(=O)CC(C)(C)C2)C1c1cccnc1 (configuration not stated)	6	97	10	-1.1	0	7	1	7	-6
CCN(CC)S(=O)(=O)c1ccc2[nH]c(=O)[nH]c2c1	-2	101	-28	-0.3	23	2	-9	-19	-3
COc1ccc(-c2oc3ccc(-c4cc(OC)c(OC)c(OC)c4)cc3c2C#Cc2ccccn2)cc1	-1	.	.	1.4	1	1	3	.	-7
Cc1sc2nc(C3CC3)nc(SCC(=O)N3CC(=O)Nc4ccccc43)c2c1C	-1	102	-5	-1.3	-61	0	-2	-4	-1
CSc1ccccc1NC(=O)c1cccc(S(=O)(=O)N2CCN(C)CC2)c1	-1	104	20	-4.7	-2	4	2	-11	2
Cc1ccc(C(=O)COC(=O)c2ccc3c(c2)C(=O)N(c2cccc4ncccc24)C3=O)cc1	6	84	-21	-1.4	28	14	6	7	-4
O=C(O)/C=C\C(=O)Nc1ccccc1F	3	101	-8	0.1	8	3	0	-8	1
O=C(c1cc2ccccc2o1)N1CCN(c2ccccn2)CC1	-4	95	30	-1.2	0	-3	-5	-12	-5
Cc1ccc(S(=O)(=O)CCC(=O)NCCc2ccccc2)cc1	-1	102	37	-0.7	1	16	3	-14	-6
CC(C)OC(=O)N(C)C[C@H]1OCc2cnnn2CCCC(=O)N([C@H](C)CO)C[C@@H]1C	.	.	.	0.6	10	6	.	.	-4
COc1cc(OC)cc(OC(=O)C2CCN(C3=NS(=O)(=O)c4ccccc43)CC2)c1	5	.	.	-1.3	0	7	-3	.	-4
CCOC(=O)c1ccc(Nc2nnc(C(C)(C)C)c(=O)[nH]2)cc1	6	95	21	-2.8	25	1	-3	-11	-6
Cc1[nH]n(-c2ccc([N+](=O)[O-])cc2)c(=O)c1C=NCCN1CCN(C(=O)C(C)C)CC1	2	105	16	-1.0	5	-2	0	3	-2
COc1ccc(/C=N/NC(=O)c2ccccc2O)cc1Cn1cc([N+](=O)[O-])cn1	8	106	16	-2.3	14	-8	-3	8	-3
CCNc1ccc(C(=O)OCC)cc1NC(=O)c1cccc(S(=O)(=O)N(C)c2ccccc2)c1	6	94	-4	-0.5	16	6	4	-6	-5
CC(C)CC(=O)NCc1ccc(F)cc1	-3	96	41	-1.8	7	4	7	-8	-5
OCCCc1nc2n(n1)C(c1cccs1)C=C(c1ccc(Br)cc1)N2 (configuration not stated)	.	98	18	.	.	.	135*	-61	.
SMILES	IDE act	MEKK3 PB1 HTS	PHOSPHO1 inh	CRFR2-BP ag	CRFR2-BP antag	CHRM4 PAM	IDE inh	p-CIP stab down	GalR3 antag
O=C(NCc1cccc2ccsc12)c1cccs1	0	.	.	-1.4	7	4	-2	.	-5
CCc1nc2ccccc2c2nc3ccccc3n12	-2	103	20	-0.2	-6	9	2	5	1
COC(=O)C1(c2ccccc2)NC(c2cccs2)C2C(=O)N(c3ccccc3)C(=O)C21 (configuration not stated)	0	99	.	-1.2	-6	16	2	.	0
COc1ccc(C(=O)C[n+]2ccc(-c3nnc4n3CCC4)cc2)cc1	3	98	-9	-1.8	11	-1	6	-6	-2
N#C/C(=C/c1ccc(CNS(=O)(=O)c2ccccc2)o1)C(N)=O	6	102	0	2.0	-10	13	3	-7	-3
CS(=O)(=O)Nc1ccccc1NS(C)(=O)=O	.	71	36	-0.3	7	4	6	-1	-4
COc1cccc(-c2nc(=S)c3c(o2)CCCC3)c1	-1	92	61*	-0.8	1	-2	5	-5	1
CCOC(=O)c1c(C)n(CC(O)CN(C)C)c2cc(Br)c(OC)cc12 (configuration not stated)	-1	106	56	-0.3	4	-4	0	-6	-5
CS(=O)(=O)c1ncc(Cl)c(C(=O)Nc2ccc(N3CCOCC3)cc2)n1	1	.	-14	-3.2	33	-9	-7	-13	.
Cc1nc(=O)c(-c2ccccc2)c(C)n1Cc1ccccc1	-1	90	10	0.4	-4	3	5	-3	-6
O=C(Nc1ccc2c(c1)OCO2)C1CC(c2cccc(Br)c2)=NO1 (configuration not stated)	2	103	-18	-1.2	-2	0	3	-8	-3
CCOC(=O)C1CCN(Cc2ccc(N(C)C)cc2)CC1	3	107	24	-1.2	0	-7	1	3	-6
COc1cccc(-n2nnnc2SCC(=O)NC2CCCCC2)c1	4	97	-15	-1.0	4	1	12	-13	-9
COc1ccccc1NS(=O)(=O)c1cc(C(=O)N2CCN(C/C=C/c3ccccc3)CC2)ccc1C	-3	105	30	3.1	-17	-9	5	-15	0
CCOc1ccc(C2c3[nH]c4ccccc4c3CCN2Cc2cn(CC)nc2C)cc1 (configuration not stated)	-2	105	14	-0.5	3	-5	3	2	-3
COc1ccc(C(=O)NC(=S)N2CCCc3ccccc32)cc1OC	8	75	4	3.3	-18	3	-1	-12	5
CCCC(C)C(=O)Nc1cccc(NC(C)=O)c1 (configuration not stated)	-4	99	6	-0.6	2	5	-1	-9	3
COc1ccc(C(C(=O)NC(C)(C)C)N(C(=O)CCC(=O)Nc2cc(C)on2)c2ccc(C)c(C)c2)cc1 (configuration not stated)	-1	99	35	-0.3	1	2	0	-7	-2
Cc1ccc(Oc2nc(-c3cccnc3)nc3ccccc23)c([N+](=O)[O-])n1	11	91	6	-1.6	-1	1	2	-3	-6
Cc1ccc(-c2cc(C(=O)N/N=C/c3c(C)nn(-c4ccccc4)c3C)[nH]n2)cc1	-16	.	-46	.	.	-3	.	-26	0
N#CCCN1CCn2c1nc1ccccc12	2	103	6	-1.4	11	-2	9	-5	2
Cc1nc(NC(=O)CCl)sc1C(=O)N(C)C	4	99	12	-0.1	5	-4	1	-6	0
COc1ccc(N(CC(=O)N2CCCCCC2)S(=O)(=O)c2ccc(OC)c(OC)c2)cc1	0	100	28	0.2	-8	-4	3	-4	-8
CC(=O)Nc1ccc(NC(=O)CNC(=O)COc2ccccc2)cc1	3	111	48	2.0	-11	-5	1	-10	-5
Cc1ccc(S(=O)(=O)N2CCC(C(=O)NCCCN3CCCCCC3)CC2)cc1	-7	102	26	1.1	-2	-25	0	-4	-6
SMILES	IDE act	MEKK3 PB1 HTS	PHOSPHO1 inh	CRFR2-BP ag	CRFR2-BP antag	CHRM4 PAM	IDE inh	p-CIP stab down	GalR3 antag
Cc1ccc(CN2CCS(=O)(=O)CC2)o1	-6	97	24	3.0	-12	1	-4	-13	-7
COc1ccc(-c2noc(CCC(=O)Nc3cc(Cl)c(OC)cc3OC)n2)cc1	2	108	12	-0.2	13	-3	3	-3	-4
Cc1oncc1C(=O)Nc1cccc(C#N)c1	-7	101	33	2.2	-10	10	0	-11	3
CC[C@H](C)[C@@H](CN[C@H](C)CNC)NCCC(c1ccccc1)c1ccccc1	5	106	-6	1.9	-12	-13	3	0	-8
CCCSc1nc(=O)n2cccc(C)c2n1	4	93	-11	0.3	6	3	5	-4	-3
Cn1ncc(-c2ccno2)c1C(=O)O	5	102	-31	2.1	15	2	-3	0	1
Nc1c(C(=O)Nc2ccc(F)cc2)sc(=S)n1-c1ccccc1F	4	84	-14	-2.3	-2	-2	2	0	-2
COc1ccc(OC)c(C2c3[nH]c4ccccc4c3C[C@H]3C(=O)N(CCCOC(C)C)CC(=O)N23)c1 (some centres not stated)	1	99	11	-2.6	-12	4	-1	-4	7
CCC1c2ccc(C)n2CCN1C(=O)Nc1cc(Cl)ccc1OC (configuration not stated)	3	98	-6	-0.3	42	8	-6	-11	-1
COC(=O)C(Cc1c[nH]c2ccccc12)NC(=O)C(=O)c1c[nH]c2ccccc12 (configuration not stated)	0	104	22	0.7	-23	-9	1	6	-4
Cc1ccc(C(=O)Nc2ccccc2C(=O)NCc2ccccc2)cc1	0	99	-6	1.2	-31	2	1	-15	.
O=S(=O)(NC1c2cccc3cccc(c23)C1N1CCNCC1)c1ccccc1 (configuration not stated)	6	91	-3	0.5	-12	-3	-1	6	-7
Cc1cccc(-c2nc(CN3CCCC(C(=O)NC4CCCC4)C3)c(C)o2)c1 (configuration not stated)	2	102	0	0.5	-17	6	2	-2	-3
Cc1cccc(NC(=O)Nc2ccc([N+](=O)[O-])cc2)n1	3	104	20	-0.7	-12	-1	-8	-1	-2
O=C(O)CCNS(=O)(=O)c1ccccc1C(F)(F)F	-1	101	20	0.5	-11	7	1	9	7
CCCCCCS(=O)[C@H]1CS(=O)(=O)C[C@@H]1S(=O)CCCCCC (some centres not stated)	0	99	96*	0.7	3	9	-1	-9	-1
COc1ccc(Cc2nc3ccccc3n2CC(=O)N/N=C/c2ccc(O)cc2)cc1OC	0	101	-2	0.4	-4	2	2	-4	0
Cc1c(-c2nc(-c3ccc(C(F)(F)F)cc3)no2)n(C)oc1=O	.	89	27	0.1	-23	-1	5	-17	-3
C=CCN(C(=O)Nc1ccc(F)cc1)C1CC(=O)N(c2ccc(OC)cc2)C1=O (configuration not stated)	-2	100	0	-2.9	23	3	9	-14	-2
COc1cccc(COC(=O)C2CCN(C(=O)c3ccc(F)cc3)CC2)c1OC	10	.	.	-0.8	20	-2	1	.	-3
COC(=O)C[C@@H]1C[C@H]2c3cc(NC(=O)Nc4ccccc4F)ccc3O[C@H]2[C@H](CO)O1	.	.	.	-0.6	3	0	.	.	-8
Cc1noc(C)c1COC(=O)CN(C)S(=O)(=O)c1ccc(Cl)cc1	6	101	15	-0.6	17	10	-2	8	-1
COc1ccc(C2COC(=O)C2=N)c(NC(=O)c2ccccc2)c1 (configuration not stated)	2	100	5	-0.2	9	-5	11	-4	2
CC(C)(C)c1nnc(NC(=O)NS(=O)(=O)c2ccccc2)s1	6	110	12	-3.9	28	3	5	-16	-4
O=C(c1ccco1)N1CCc2[nH]nc(-c3ccccc3)c2C1	4	101	32	-0.3	7	-7	1	-8	-8
Cc1cc(C)n2nc(C(=O)OCC(=O)Nc3ccc4c(c3)OCO4)nc2n1	-1	101	26	0.8	-20	7	-1	-1	9
O=C(CCS(=O)(=O)c1ccc(Br)cc1)Nc1ccc2c(c1)OCO2	2	103	0	-0.2	-7	9	4	-13	-7

Entries listed so far that have a cyano group, in the order listed:
SMILES	IDE act	MEKK3 PB1 HTS	PHOSPHO1 inh	CRFR2-BP ag	CRFR2-BP antag	CHRM4 PAM	IDE inh	p-CIP stab down	GalR3 antag
N#C/C(=C/c1ccc(CNS(=O)(=O)c2ccccc2)o1)C(N)=O	6	102	0	2.0	-10	13	3	-7	-3
N#CCCN1CCn2c1nc1ccccc12	2	103	6	-1.4	11	-2	9	-5	2
Cc1oncc1C(=O)Nc1cccc(C#N)c1	-7	101	33	2.2	-10	10	0	-11	3
